KOR beta-arrestin-1 = KOR antagonists, beta-arrestin recruitment, cell-based, luminescence, uHTS (AID 1778) | Kappa-type opioid receptor (Homo sapiens) | KOR beta-arrestin recruitment, luminescence, antagonist mode; higher % means a stronger effect | inhibition, % at 10 µM, or IC50 in µM where a hit was titrated | actives 0.091% (n = 290,000); in the data active means inhibition above about 50%; further: strong numbers were not always called active
NTR1 agonist = agonists of NTR1, primary screen, imaging, U2OS cells, beta-arrestin-GFP, high content (AID 493036). Neurotensin receptor type 1 (Homo sapiens), P30989. NTR1-U2OS beta-arrestin-GFP spot imaging, agonist mode. activation, % at 20 µM. actives 0.17% (n = 330,000);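 active means activation at or above 40% of the spot to cytoplasm intensity ratio, with at least 20 cells analyzed; inconclusive means wells under 20 cells, flagged as cytotoxic or low count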;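 further: 0% = DMSO without peptide and 100% = 100 nM NTR1 peptide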
Target sequence (P30989 whole entry, looked up): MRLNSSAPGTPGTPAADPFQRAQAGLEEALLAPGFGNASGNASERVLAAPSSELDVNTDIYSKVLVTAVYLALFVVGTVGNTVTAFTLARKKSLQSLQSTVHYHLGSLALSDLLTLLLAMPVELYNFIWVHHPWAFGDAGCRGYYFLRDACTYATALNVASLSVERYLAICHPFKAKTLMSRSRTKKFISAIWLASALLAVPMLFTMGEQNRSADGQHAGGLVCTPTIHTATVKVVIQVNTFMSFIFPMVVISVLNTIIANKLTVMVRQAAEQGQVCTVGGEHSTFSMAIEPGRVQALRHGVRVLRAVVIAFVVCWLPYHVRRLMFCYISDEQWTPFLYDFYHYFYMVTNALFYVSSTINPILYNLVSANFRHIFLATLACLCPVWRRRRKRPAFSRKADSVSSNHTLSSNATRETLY
GPR55 beta-arrestin = GPR55 agonists via beta-arrestin recruitment, primary screen, imaging, U2OS cells, beta-arrestin-GFP redistribution (AID 1961) | G-protein coupled receptor 55 (Homo sapiens) | U2OS GPR55 beta-arrestin-GFP redistribution imaging; higher % means a stronger effect | one-dose activation, % at 10 µM; EC50 in µM for titrated hits | actives 0.048% (n = 290,000);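 active means activation above 40% with more than 50 cells counted in the well; inconclusive means wells holding fewer than 50 cells, flagged as toxic or sparse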;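 further: U2OS osteosarcoma cells stably expressing GPR55 and beta-arrestin-GFP; plate controls were DMSO negative control for no effect and LPI positive control for full effect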
NOD1 inhibition = NOD1 signaling inhibitors, primary screen, cell-based, luminescence, uHTS (AID 1578). actives 1% (n = 290,000). one-dose inhibition, % at 4 µM; EC50 in µM for titrated hits. NOD1-driven NF-kB luciferase reporter cells, luminescence; higher % means a stronger effect; in the data active means inhibition mostly above about 36%, no sharp cut-off; inactive means mostly below about 34%;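 further: HEK-293T reporter cells stimulated with the NOD1 agonist gamma-tri-DAP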
KOR beta-arrestin-2 = KOR agonists, beta-arrestin recruitment, primary screen, cell-based, luminescence, uHTS (AID 1777) | actives 0.02% (n = 280,000) | KOR beta-arrestin recruitment, luminescence; higher % means a stronger effect | Kappa-type opioid receptor (Homo sapiens) | one-dose activation, % at 10 µM; EC50 in µM for titrated hits; in the data active means activation above about 50%, passing the limit was not always enough; further: a part of the inactive calls stands beside numbers as strong as those of hits
GPR55 antagonists = GPR55 antagonists blocking LPI-driven arrestin recruitment, primary screen, imaging, U2OS, beta-arrestin-GFP, LPI agonist (AID 2013). U2OS GPR55 beta-arrestin-GFP translocation imaging, LPI antagonism; higher % means a stronger effect. inhibition, % at 10 µM; hits with a dose series show IC50 in µM. G-protein coupled receptor 55 (Homo sapiens). actives 0.13% (n = 290,000);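 active means spots per cell inhibited over 60%, with over 100 cells counted and total cytoplasm intensity under 500,000; inconclusive means wells with under 100 cells, flagged as likely toxic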;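 further: U2OS cells stably carrying GPR55 and arrestin-GFP stimulated by 5 µM LPI near EC80; imaged beta-arrestin-GFP aggregate spots per cell after agonist stimulation; plate controls were LPI-stimulated DMSO wells for no effect and DMSO wells without LPI for full effect; some results filed as inactive read as strong as hits; confirmed hits need IC50 under 10 µM and bright autofluorescent wells are also inconclusive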
GPR35 antagonists = GPR35 antagonists blocking zaprinast-driven arrestin recruitment, primary screen, imaging, U2OS, beta-arrestin-GFP, zaprinast agonist (AID 2058) | G-protein coupled receptor 35 (Homo sapiens) | actives 0.052% (n = 290,000) | inhibition, % at 10 µM; hits with a dose series show IC50 in µM | U2OS GPR35 beta-arrestin-GFP translocation imaging, zaprinast antagonism; higher % means a stronger effect;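 active means inhibition of at least 50% with at least 30 cells and total cytoplasm GFP at most 10,000,000; inconclusive means under 30 cells or total GFP of 10,000,000 plus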
K1F lysis inhibition = inhibition of K1F phage lysis, E. coli UTI89, bacterial capsule biogenesis inhibitors, alamar blue (AID 488966). one-dose inhibition, % at 100 µM; IC50 in µM for titrated hits. E. coli UTI89 K1F phage lysis, alamar blue, 2 h; higher % means a stronger effect. actives 0.02% (n = 340,000);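 active means phage lysis inhibition, versus mean bacterial control, above a set limit; inconclusive means no clear call, values can overlap the other calls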;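 further: capsule biogenesis inhibitors block K1F phage lysis so surviving cells raise fluorescence; higher fluorescence means more inhibition of phage lysis; actives were called in the ten point dose series up to 300 µM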
Rac1 GTP hydrolysis = MgcRacGAP GTPase-activating activity inhibitors, confirmation, biochemical, ADP Hunter fluorescence | AID 624330, 2012 | MgcRacGAP-stimulated Rac1 GTP hydrolysis, ADP Hunter fluorescence; higher % means a stronger effect; GST-tagged Rac1 F28L mutant substrate | inhibition, % at 30 µM; hits with a dose series show IC50 in µM | actives 0.6% (n = 340,000);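 active means first-screen hits whose inhibition reached a set limit at any dose in the follow-up dose series; inconclusive means inhibition above the set first-screen limit but never retested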;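 further: fluorescence reports GDP produced by GAP-driven GTP hydrolysis; strong numbers were not always called active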
NTR1 agonist cell count 20 µM = also measured in NTR1 agonist; calls as there; cell count; measured here: cell count, cytotoxicity flag
* = called active by the depositor; ? = inconclusive; · = no result given; [ ] = dose if it differs, or a comment. An excerpt; the hit share may differ from the screen's.

item	Structure	KOR beta-arrestin-1	NTR1 agonist	NTR1 agonist cell count 20 µM	GPR55 beta-arrestin	NOD1 inhibition	KOR beta-arrestin-2	GPR55 antagonists	GPR35 antagonists	K1F lysis inhibition	Rac1 GTP hydrolysis
1	CCOCCCn1c(SCC(=O)N2CCOCC2)nc2ccccc2c1=O	-12%	0.0	62	-0.2%	-17%	-0.7%	-2%	-5%	4.3%	7%
2	COc1ccc(CN2CCc3ccccc3C2)cc1Br	-28%[20 µM]	0.1	61	0.0%	39%	-4.3%	-10%	7%	-0.1%	13%
3	CC1(C)CC(NC(=O)COc2ccc(Cl)cc2Cl)CC(C)(C)N1	-10%	0.2	51	?	-20%	-1.0%	15%	-9%	0.2%	-9%
4	COCCC(=O)Nc1ccc2c(c1)CN(C(=O)CCOC)CC2	13%[20 µM]	0.2	48	0.0%	-32%	2.5%	-4%	11%	0.1%	5%
5	Cc1ccc(C)c(S(=O)(=O)NCc2ccc(C(=O)N3CCOCC3)cc2)c1	-27%	-0.1	67	-0.1%	-15%	2.0%	-5%	-13%	0.3%	4%
6	N#CC1CN(Cc2ccccc2)CN(Cc2ccccc2)C1	0%	-0.7	55	0.0%	1%	-2.8%	4%	-3%	-0.2%	-3%
7	CC(=O)Nc1ccc(NC(=O)c2c(C)nn(-c3ccccc3)c2Cl)cc1C	-6%[20 µM]	-2.5	25	-0.1%	-23%	·	7%	16%	0.4%	6%
8	COc1cccc(-c2nc3c(c(=O)[nH]c(=O)n3Cc3ccccc3)n2CCO)c1OC(F)F	-12%	-0.1	43	-0.3%	-8%	2.6%	3%	10%	0.3%	-8%
9	COc1cc(CNC2CCCc3ccccc32)cc(OC)c1OC (stereo not given)	14%	1.3	71	0.1%	-21%	-1.4%	16%	8%	-0.1%	19%
10	COC(=O)c1cc(CSc2nnc(-c3ccccc3)c(-c3ccccc3)n2)oc1C	-16%	5.1	45	0.0%	18%	5.6%	-5%	-7%	-0.1%	13%
11	Cc1ccc(C(=O)/C=C/Nc2ccc(S(=O)(=O)Nc3onc(C)c3C)cc2)cc1	-32%	-1.0	58	-0.2%	-17%	2.8%	-6%	4%	1.8%	0%
12	Cn1c(N)c(C(=O)COC(=O)C2CC(=O)N(Cc3ccccc3)C2)c(=O)n(C)c1=O (stereo not given)	-15%	-1.3	50	1.5%	-21%	5.2%	3%	10%	0.4%	-2%
13	Cc1nc(NC(=O)C2CC2)sc1C(=O)Nc1ccccc1Cl	-6%[20 µM]	0.5	56	0.7%	-19%	-7.2%	-14%	1%	-1.3%	-7%
14	CCOC(=O)N1CC=C2C(C#N)=C(N)C(C#N)(C#N)[C@H](c3ccc(OC(C)C)c(OCC)c3)[C@H]2C1	20%	3.1	51	-0.1%	-1%	-3.9%	2%	12%	0.4%	2%
15	COc1ccc(/C=C/C(=O)Nc2nc(N)n(-c3ccccc3)n2)cc1	-8%	-0.5	48	-0.3%	5%	-0.5%	3%	-18%	0.5%	5%
16	O=C(NCC(c1ccc(F)cc1)N1CCOCC1)c1ccccc1F (stereo not given)	17%	-0.7	63	-0.2%	-9%	2.4%	8%	-1%	0.3%	7%
17	CCOCN(C(=O)Cn1c(C(C)O)nc2ccccc21)c1c(C)cccc1CC (stereo not given)	·	-0.9	27	-0.2%	-14%	·	23%	-12%	0.3%	10%
18	COc1cc(C(=O)N2c3ccccc3CCC2C)cc(OC)c1OC (stereo not given)	-37%[20 µM]	-0.2	51	-0.3%	-18%	-2.8%	-1%	-12%	2.7%	9%
19	Nc1nn(-c2ccccc2)c2ccc([N+](=O)[O-])cc12	25%	-1.2	83	0.3%	-15%	14%	-12%	-3%	0.1%	17%
20	COCCNC(=O)c1ccc(N(C)S(=O)(=O)c2ccc(OC)c(OC)c2)cc1	-4%	-0.8	70	-0.2%	-19%	-3.6%	5%	-1%	0.6%	8%
21	CCCCc1nnc(NC(=O)CSc2nc(=O)cc(N)n2-c2cccc(C)c2)s1	-13%	-1.3	78	0.6%	15%	-0.8%	-16%	0%	0.2%	-3%
22	CCCN1CCN(S(=O)(=O)c2ccc(-c3cc(C)no3)s2)CC1	-5%	1.0	67	0.2%	-26%	-0.9%	-1%	-9%	0.5%	5%
23	COc1ccc(S(=O)(=O)NCc2ccco2)c2ccccc12	-3%	-0.5	43	-0.3%	-12%	-4.5%	7%	8%	-0.6%[50 µM]	4%
24	COc1ccc(-n2nc(C(=O)NCC(=O)Nc3cccc(C)n3)c3ccccc3c2=O)cc1	-38%	0.0	88	0.2%	-30%	-2.4%	12%	5%	0.3%	1%
25	Cc1ccc(C(=O)COC(=O)C2CC(=O)N(c3nc(-c4ccccc4)cs3)C2)cc1 (stereo not given)	-2%	2.3	81	0.3%	-10%	1.2%	8%	15%	-0.3%	7%
26	COC(=O)Cn1c(=NC(=O)c2ccc([N+](=O)[O-])s2)sc2cc(Br)ccc21	-19%	5.6	50	-0.3%	-12%	11%	7%	-12%	·	·
27	COc1ccc(-c2oc3ccc(-c4cc(OC)c(OC)c(OC)c4)cc3c2C#Cc2ccsc2)cc1	-16%[20 µM]	12	43	1.0%	-12%	-3.6%	-16%	4%	2.9%	7%
28	COc1ccc(C2C(C#N)=C(N)N(N(C)C)C3=C2C(=O)CC(C)(C)C3)cc1 (stereo not given)	21%	-0.1	48	0.0%	10%	-7.8%	-5%	2%	0.4%[50 µM]	1%
29	COc1cc2ncnc(NCc3ccccc3Cl)c2cc1OC	-19%[20 µM]	-1.7	29	-0.1%	40%	-5.0%	-12%	11%	-0.1%	8%
30	CC1CC(C)CN(S(=O)(=O)c2ccc(C(=O)N3CCCC3)cc2)C1 (stereo not given)	-42%	0.4	59	-0.2%	29%	7.7%	2%	-2%	0.1%	7%
31	Nc1nc2c(F)c(F)c(F)cc2s1	-32%	2.0	21	-1.1%	-33%	-0.7%	-20%	2%	-0.3%	8%
32	CC(=O)N1c2ccc(S(=O)(=O)N3CCCC(C(=O)NC4CCCC(C)C4C)C3)cc2CC1C (stereo not given)	-29%	1.1	55	0.2%	-6%	5.7%	2%	-6%	0.3%	12%
33	c1nc(NC2CCCC2)c2[nH]cnc2n1	-18%	3.1	46	-0.1%	3%	-2.5%	-2%	-11%	-1.4%	12%
34	COC(=O)c1ccc2c(=O)n(CCCN3CCCC3=O)c(=S)[nH]c2c1	0%	0.5	57	-0.1%	-6%	-4.4%	8%	11%	0.2%	12%
35	O=C(Nc1ccccc1)N(Cc1ccc2c(c1)OCO2)Cc1nc2ccccc2c(=O)[nH]1	12%	-1.9	68	0.0%	-35%	-4.0%	25%	-5%	0.2%	4%
36	Cc1cc(C)n(-c2ccc(NC(=O)C3CCN(Cc4cnc(C)s4)CC3)cc2)n1	-14%	1.0	69	0.3%	-26%	1.9%	10%	5%	0.3%	7%
37	O=C(Nc1ccc(OC(F)F)c(Cl)c1)Nc1ccc2c(c1)OCO2	21%	1.8	76	-0.1%	-34%	-3.2%	7%	-12%	0.8%	6%
38	CCOc1ccccc1C1C(C(=O)Nc2ccccc2OC)=C(C)Nc2nc(CCCO)nn21 (stereo not given)	1%	0.8	73	0.3%	-8%	-2.0%	-6%	14%	-1.7%	1%
39	Nc1nc(COc2ccccc2C=O)nc(Nc2ccccc2)n1	11%	-1.5	33	-0.3%	-8%	7.1%	-32%	10%	3.8%	11%
40	O=C(Cc1ccsc1)N1CCN(S(=O)(=O)c2cc(C(F)(F)F)cc(C(F)(F)F)c2)CC1	-7%	1.8	55	0.3%	19%	-1.0%	-4%	-5%	0.7%[50 µM]	7%
41	CCOc1cc(C(=O)NCc2ccncc2)cc(OCC)c1OCC	-46%	1.8	59	-0.1%	0%	-0.4%	7%	14%	-1.1%	10%
42	COc1ccc(CCNC(=O)c2cc(=O)c3cc(C)ccc3o2)cc1OC	-42%	2.0	89	0.0%	·	0.8%	6%	-8%	0.1%	6%
43	COC(=O)c1c(C)oc(C)c1S(=O)(=O)NC(c1ccccc1)c1ccccc1	35%	1.4	78	0.0%	0%	2.1%	0%	2%	0.5%	10%
44	CC(=O)Oc1ccccc1C1OC(=O)c2ccccc2N1C(C)=O (stereo not given)	8%	-1.5	58	-0.1%	-8%	3.6%	-5%	-1%	0.5%	7%
45	C=CCc1c(C)nc(SCc2ccccc2)[nH]c1=O	-14%	-0.9	66	0.2%	-36%	7.3%	-4%	-5%	-1.2%	16%
46	Cc1sc2ccccc2[n+]1CC(=O)c1ccccc1	0%[20 µM]	1.3	67	-0.1%	-15%	-5.9%	-28%	-5%	-0.7%	29%
47	CCC1CC(CSC(=N)N)OC1=O (stereo not given)	19%	0.6	43	0.8%	-10%	6.5%	-2%	17%	·	·
48	CN(CC(=O)O)c1ccc(S(=O)(=O)N2CCOCC2)cc1[N+](=O)[O-]	-21%	-1.0	41	-0.1%	-11%	-0.5%	4%	7%	-0.9%	2%
49	Fc1ccc(CN2CCSCC2)cc1Br	4%	-0.2	80	0.3%	17%	-5.7%	-4%	-3%	-0.4%	20%
50	CCOc1ccc(NC(=O)/C(C=Nc2ccccc2)=C(\C)O)cc1	-72%	6.7	49	0.0%	-28%	0.0%	-2%	13%	0.0%	-4%

Carrying on.
item	Structure	KOR beta-arrestin-1	NTR1 agonist	NTR1 agonist cell count 20 µM	GPR55 beta-arrestin	NOD1 inhibition	KOR beta-arrestin-2	GPR55 antagonists	GPR35 antagonists	K1F lysis inhibition	Rac1 GTP hydrolysis
51	COc1ccccc1C(C)NC(=O)c1cc(=O)[nH]c2ccccc12 (stereo not given)	-27%	0.1	65	-0.1%	-12%	0.7%	-11%	6%	0.1%	-1%
52	Cc1ccc(CNc2nc(N)c([N+](=O)[O-])c(Nc3ccc(F)cc3)n2)cc1	-5%	2.1	63	0.0%	-4%	2.9%	12%	2%	0.9%	1%
53	CC(=O)Nc1cccc(-n2nnc(SCC(N)=O)n2)c1	8%	-0.9	59	-0.2%	-2%	·	2%	6%	0.7%	5%
54	O=C(O)CNS(=O)(=O)c1ccc(Br)s1	-28%	0.4	52	-0.2%	4%	4.1%	-1%	6%	4.2%[50 µM]	4%
55	CCC(=O)NCCc1nc2ccccc2[nH]1	7%	0.8	42	-0.2%	13%	-2.9%	-4%	-17%	2.2%[50 µM]	5%
